MCL1 BIM primary: inhibitors of MCL1 binding to BIM-BH3, primary screen, biochemical, fluorescence polarization | inhibition, % at 10.9 µM | Induced myeloid leukemia cell differentiation protein Mcl-1 (Homo sapiens), Q07820 | GST-MCL1 / FITC-Bim-BH3 fluorescence polarization | 320,000 tested, 0.68% active;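 active = inhibition above the mean inhibition of all tested compounds plus 3 SD, set per campaign, cut at about 40% in these data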;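 note: 0% = DMSO wells and 100% = unlabeled Bim-BH3 peptide control; higher means more loss of mP so more displacement of Bim peptide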
Target sequence (Q07820 whole entry, looked up): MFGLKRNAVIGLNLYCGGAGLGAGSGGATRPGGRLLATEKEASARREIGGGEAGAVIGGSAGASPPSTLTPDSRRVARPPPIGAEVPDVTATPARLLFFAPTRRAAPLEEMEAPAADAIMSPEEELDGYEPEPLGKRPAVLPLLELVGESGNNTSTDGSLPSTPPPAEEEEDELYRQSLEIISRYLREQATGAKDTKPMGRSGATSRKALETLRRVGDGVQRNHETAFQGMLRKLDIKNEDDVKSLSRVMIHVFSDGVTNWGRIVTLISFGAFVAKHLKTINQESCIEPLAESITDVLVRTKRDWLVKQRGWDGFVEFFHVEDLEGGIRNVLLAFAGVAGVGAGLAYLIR
GRK2 aptamer HTS: compounds blocking aptamer binding on GRK2 – biochemical, human GRK2, bead flow cytometry, HTS, primary screen; Beta-adrenergic receptor kinase 1 (Homo sapiens), P25098; FAM-aptamer displacement from GRK2; inhibition of aptamer binding, % at 10 µM; 330,000 tested, 0.59% active; AID 488847, 2010;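 active = inhibition of aptamer binding above 40%, roughly 3 SD of noise, on plates passing a quality check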;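 note: median bead fluorescence of bound FAM aptamer so fluorescent compounds give negative values; no value below 0 was filed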
BCLXL inh: inhibitors of human Bcl-xL, primary screen, biochemical, fluorescence polarization, HTS. Bcl-2-like protein 1 (Homo sapiens), Q07817. GST-Bcl-xL / FITC-Bim BH3 peptide fluorescence polarization. inhibition, % at 10.9 µM. 320,000 tested, 0.7% active;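 active = inhibition above the mean of all tested compounds plus 3 SD, cutoff set per campaign, cut at about 30% in these data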;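 note: 0% = DMSO wells and 100% = unlabeled Bim-BH3 peptide competitor; inhibitors lower millipolarization by displacing the labeled peptide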
Target sequence (Q07817 whole entry, looked up): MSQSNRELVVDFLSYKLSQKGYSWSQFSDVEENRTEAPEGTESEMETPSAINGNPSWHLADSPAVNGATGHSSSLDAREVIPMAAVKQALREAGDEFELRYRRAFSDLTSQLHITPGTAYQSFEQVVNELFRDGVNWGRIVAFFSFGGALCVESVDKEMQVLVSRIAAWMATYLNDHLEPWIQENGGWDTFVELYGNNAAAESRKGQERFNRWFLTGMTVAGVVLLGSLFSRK
GLD-1 TGE inh: GLD-1/TGE RNA complex disruptors, primary screen, biochemical, fluorescence polarization; Female germline-specific tumor suppressor gld-1 (Caenorhabditis elegans), Q17339; purified GLD-1 + fluorescein TGE RNA; inhibition, % at 5.96 µM; 320,000 tested, 0.44% active; AID 2280, 2010;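 active = percent inhibition above a per-plate cutoff, the plate mean of test compounds plus 3 SD, cut at about 30% in these data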;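 note: 0% = DMSO wells with GLD-1 and probe and 100% = wells lacking GLD-1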
Target sequence (Q17339 whole entry, looked up): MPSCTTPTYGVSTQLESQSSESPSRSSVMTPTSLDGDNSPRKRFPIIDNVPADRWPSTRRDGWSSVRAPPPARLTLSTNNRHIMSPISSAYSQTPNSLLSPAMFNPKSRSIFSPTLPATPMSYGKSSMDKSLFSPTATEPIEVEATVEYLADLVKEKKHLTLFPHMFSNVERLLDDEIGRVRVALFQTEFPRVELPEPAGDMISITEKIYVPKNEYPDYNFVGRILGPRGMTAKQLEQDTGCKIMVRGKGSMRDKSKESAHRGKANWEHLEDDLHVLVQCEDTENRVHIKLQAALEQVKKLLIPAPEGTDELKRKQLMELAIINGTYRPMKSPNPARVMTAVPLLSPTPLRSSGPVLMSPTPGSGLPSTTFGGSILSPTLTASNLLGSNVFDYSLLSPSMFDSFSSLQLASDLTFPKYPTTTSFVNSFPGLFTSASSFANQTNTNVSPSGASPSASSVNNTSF
Yeast superoxide: reduction of superoxide in aged yeast, primary screen, HTS; S. cerevisiae aged cells, superoxide DHE fluorescence; active compounds read low; superoxide response (% of plate mean), % at 10 µM; 330,000 tested, 0.18% active; AID 2690, 2010;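 active = superoxide response under a set limit, about three screen SD below normal, cut at about 65% in these data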;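 note: yeast aged for seven days with compound at 30 °C before DHE staining; 100% = average MFI of all compound-treated wells on the plate with controls excluded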
VLA-4 inh: inhibition in human VLA-4 binding assay, primary screen, VLA-4 allosteric modulator project, MLPCN library, flow cytometry, VLA-4 expressing cells; Integrin alpha-4 (Homo sapiens), P13612; ligand binding flow cytometry; inhibition, % (about 7 µM as worked out from the volumes in the protocol); 330,000 tested, 0.2% active; AID 2557, 2010; in the data active = inhibition above about 50%
CIT2 TOR yeast: modulators of CIT2-GFP expression in yeast, primary screen, S. cerevisiae, GFP fusion, multiplex flow cytometry, MLPCN library; S. cerevisiae CIT2-GFP strain, 3 h; 100 means same as DMSO wells; GFP response vs DMSO, % at 10 µM; 320,000 tested, 0.065% active; AID 2029, 2009;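 active = GFP response relative to DMSO above a set limit, near the screen mean plus 3 SD, cut at about 150% in these data; inconclusive = Fewer than 70 cells measured for a yeast strain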;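 note: ratio of well median GFP fluorescence to mean of DMSO wells on the plate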
AGP1 TOR yeast: modulators of AGP1-GFP expression in yeast TOR pathway, primary screen, cell-based, multiplex flow cytometry, S. cerevisiae, MLPCN library. 3 h; GFP as percent of DMSO wells. GFP response vs DMSO, % at 10 µM. 320,000 tested, 0.02% active. AID 2066, 2009;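 active = GFP response relative to DMSO above a set limit, near screen average plus 3 SD, cut at about 150% in these data; inconclusive = fewer than 70 cells counted for the yeast strain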;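 note: median GFP channel fluorescence of the gated AGP1 strain per well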
MEX-5 binding: MEX-5 zinc finger RNA-binding disruptors – biochemical, C. elegans, fluorescence polarization, MLPCN library, primary screen. Zinc finger protein mex-5 (Caenorhabditis elegans), Q9XUB2. MEX-5/FITC-TCR2 RNA binding; active compounds read low. activity score (negative = inhibition of binding), % at 10 µM. 300,000 tested, 0.38% active. AID 1832, 2009;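 active = inhibition past about -25% in most replicates, and total fluorescence under double the plate's negative control median, limit read from the data; inconclusive = replicates evenly split on the limit, or fluorescence at least double controls; inactive = too little inhibition in most replicates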;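 note: 0% = DMSO and -100% = 5 µM competing unlabeled TCR2 RNA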
An asterisk follows results filed as active; ? = inconclusive; . = not tested or not shown; & = joins results of further samples.

SMILES	MCL1 BIM primary	GRK2 aptamer HTS	BCLXL inh	GLD-1 TGE inh	Yeast superoxide	VLA-4 inh	CIT2 TOR yeast	AGP1 TOR yeast	MEX-5 binding
CCOC(=O)N1CCN(C(=O)c2cccc(NC(=O)c3ccco3)c2)CC1	2	3	5	7	97	4	97	104	0.1
CCCCCCCCCCOC(=O)Cn1c(COc2ccc(OC)cc2)[n+](C)c2ccccc21	-5&6	0&0	-3&4	-1&4	97&101	-8&3	90&89	103&102	5.7&2.2
O=C(COc1ccc(Cl)cc1Cl)NC(=O)N1CCCCC1	-4	1	1	1	89	1	104	97	0.7
C[C@@H](NC(=O)c1nc[nH]c1C(=O)NCCCCCNC(=O)OC(C)(C)C)c1ccccc1	.	1	.	-1	89	9	107	111	.
COc1ccc(N2CC(C(=O)Nc3c(C(N)=O)oc4ccccc34)CC2=O)cc1 (stereo not given)	3	0	10	2	78	5	105	117	2.2
O=C(c1cnn2c1NC(c1ccc(Br)cc1)CC2C(F)(F)F)N1CCN2CCCC2C1 (stereo not given)	6	2	5	-3	96	7	98	100	0.0
Cc1ccc(CN2CC(C(=O)Nc3ccc(C)cn3)CC2=O)cc1 (stereo not given)	-8	1	-5	-3	102	-5	90	98	-1.0
Cc1cc(NC(=O)C2CC(=O)N(c3ccc(F)cc3)C2)no1 (stereo not given)	4	0	8	4	112	0	101	99	-1.1
Cc1ccc(NC(=O)CCC(=O)NNC(=O)c2cccc([N+](=O)[O-])c2)cc1C	5	1	5	-1	101	-7	103	100	.
Cc1ccc(S(=O)(=O)NC(=O)c2cccc(Br)c2)cc1	3	0	4	0	93	14	94	97	-0.2
COc1ccccc1CNC(=O)C1CCN(c2ncnc3c2nc2n3CCCCC2)CC1	-1	2	2	3	92	12	100	102	0.7
O=C(/C=C/c1ccc([N+](=O)[O-])cc1)OCC(=O)c1ccc[nH]1	.	0	.	2	114	16	88	91	.
O=C(CSc1ccccn1)NCc1ccc2c(c1)OCO2	-1	0	2	5	116	9	95	106	-1.7
Cc1ccc(CNC(=O)COC(=O)c2cncc(Br)c2)cc1	7	2	-5	3	82	-6	94	97	-2.7
CCOc1ccc(/C=C/C(=O)N(CC)CC(=O)Nc2ccc3c(c2)OCCO3)cc1OC	-1	0	1	-1	79	4	102	101	0.2
COc1ccc(C(=O)NCC(=O)OCC(=O)N2CCC(C)CC2)cc1OC	-3	0	-8	-2	122	8	94	102	-1.3
Cn1nnnc1Sc1ncnc2scc(-c3cccc(C(F)(F)F)c3)c12	.	3	.	2	102	-2	104	96	.
O=C(Nc1ccccc1)N1CCCN(Cc2ccccc2F)C1	2	99*	0	3	98	21	103	101	-2.9
COc1ccccc1/C=N/NC(=O)CCSc1ccccc1	-5	2	-8	7	85	3	103	98	3.0
O=C(C1=C(O)C(=O)N(CC2CCCO2)C1c1ccccc1[N+](=O)[O-])c1ccco1 (stereo not given)	8	1	17	21	103	14	104	106	-1.4
COCC1CCN(Cc2c(C(=O)N3CCN(C4CCCCC4)CC3)nc3ccccn23)C1 (stereo not given)	57*	0	52*	30	96	9	.	88	-19
COc1ccc(-c2noc(CCCC(=O)Nc3ccc(C(N)=O)cc3)n2)cc1OC	6	2	2	8	102	10	99	107	-1.5
COc1ccccc1N(CC(=O)NC1CCCC1)C(=O)CCC(=O)Nc1cc(C)on1	2	0	4	9	112	7	89	95	-3.3
COc1ccc2oc(C(=O)OCC(=O)N(C)c3c(N)n(Cc4ccccc4)c(=O)[nH]c3=O)c(C)c2c1	-6	0	-12	-4	116	16	109	106	-0.9
Cc1cccc(OCC(=O)OC(C)C(=O)Nc2ccc(S(=O)(=O)N3CCCCC3)cc2)c1 (stereo not given)	-7	0	0	0	71	17	87	100	2.0

(cont.)
SMILES	MCL1 BIM primary	GRK2 aptamer HTS	BCLXL inh	GLD-1 TGE inh	Yeast superoxide	VLA-4 inh	CIT2 TOR yeast	AGP1 TOR yeast	MEX-5 binding
CCOC(=O)C(NC(=O)c1ccc(OC)cc1)(OCC1(CC)COC1)C(F)(F)F (stereo not given)	1	6	0	7	101	14	99	103	-1.4
CCc1ccc2c(c1)C(NC(C)=O)C(=O)N2CCN1CCOCC1 (stereo not given)	3	3	8	0	179	11	106	102	-0.6
C/C=C(/C)C(=O)Nc1cccc(C2=NOC3(C2)C[C@@H](C(N)=O)N(C(=O)CCCCC)C3)c1 (stereo not given in full)	6	0	0	-3	104	9	96	88	-1.2
CN(C(=O)CN1C(=O)S/C(=C\c2ccc(F)cc2)C1=O)C1CCS(=O)(=O)C1 (stereo not given)	8	2	6	0	88	3	101	94	2.6
COc1ccc(C(=O)C2CN(c3ccccc3)CC2c2ccc(Cl)cc2)cc1 (stereo not given)	9	0	-1	3	93	-4	102	99	2.8
CCOc1ccc(OCCC(=O)OCC(=O)Nc2ccc(N3CCOCC3)cc2)cc1	-13	0	-1	5	93	-5	120	103	-2.0
CC(=O)NC1C(OCc2ccccc2)OC(CO)C(OC(C)=O)C1OC(C)=O (stereo not given)	6	2	3	2	99	5	100	100	1.5
COc1cc(C(=S)N2CCOCC2)ccc1O	12	0	4	-5	93	6	97	.	-2.2
COC(=O)C1CCCN1S(=O)(=O)c1ccccc1NC(=O)c1cc(OC)c(OC)c(OC)c1 (stereo not given)	5	0	1	5	70	-1	96	98	-1.8
COc1ccc(NC(=O)c2cc(-c3cc(C)ccc3O)n[nH]2)cc1Cl	9	2	1	12	98	8	108	103	2.5
Cn1c(=O)n(Cc2ccc(F)cc2)c(=O)c2c1nc1n2CCCN1Cc1ccccc1	-6	0	-10	2	87	9	98	.	-0.5
CCc1cccc(C)c1NC(=O)CCOc1ccccc1	-5	1	0	0	78	12	102	105	1.7
Cc1ccc2cc(NC(=O)c3ccccc3)ccc2n1	1	1	7	-5	96	-4	97	98	4.5
CCCS(=O)(=O)N1CCN(Cc2ccc(OCc3ccccc3)c(OC)c2)CC1	7	0	11	6	94	6	102	104	-1.1
CCCc1n[nH]c2c1/C(=N\O)CCC2	2	0	2	0	105	4	82	85	1.5
S=c1nc(-c2ccc(Cl)cc2)[nH][nH]1	3	0	12	-7	92	14	104	107	0.7
O=C(CCN1C(=O)C2CC=C(Cl)CC2C1=O)NCc1ccccc1 (stereo not given)	2	6	4	10	92	-2	?	?	-0.2
Cc1ccc(-c2cc(C(=O)NC3CCN(Cc4ccccc4)CC3)c3ccccc3n2)cc1	-5	0	3	4	107	-6	91	99	-2.3
Cc1c(C(=O)O)oc2c(F)cccc12	-2	0	-1	2	94	-1	93	99	1.5
COc1ccc(CN2C=C3C(=O)C(C)(OC(=O)C4CCCC4)C(=O)C=C3C=C2c2ccsc2)cc1 (stereo not given)	14	16	14	12	107	14	91	96	-1.3
Cc1c(NS(=O)(=O)c2cccc(C(=O)NCc3ccncc3)c2)c(=O)n(-c2ccccc2)n1C	2	2	-2	0	102	12	91	95	.
Cc1nc(NC(=O)c2cccnc2Cl)sc1C	-4	3	-1	-4	118	19	101	111	4.1
CC(C)c1nc(Cl)c(C#N)c2c1COC(C)(C)C2	0	1	3	8	85	-4	123	116	2.1
CCOC(=O)C1CCCN(C(=O)CSc2nnnn2C)C1 (stereo not given)	.	0	.	0	95	-8	100	102	.
CCCC(=O)Nc1ccc(-c2ccc(NC(=O)CCC)cc2)cc1	8	0	5	8	104	22	104	95	2.0

Continuation:
SMILES	MCL1 BIM primary	GRK2 aptamer HTS	BCLXL inh	GLD-1 TGE inh	Yeast superoxide	VLA-4 inh	CIT2 TOR yeast	AGP1 TOR yeast	MEX-5 binding
CN(C)S(=O)(=O)c1ccc2oc(SCC(=O)NCC(F)(F)F)nc2c1	3	0	2	3	113	-7	100	102	0.5
O=C(CNC1CCCCC1)Nc1ccc(Cl)cc1	-3	7	0	-2	101	4	99	134	-0.8
Cc1cn(C(=O)C(C)N2C(=O)c3ccccc3C2=O)c(C)n1 (stereo not given)	5	1	8	-4	95	-4	97	104	0.2
Cc1cc(N)ccc1-c1cc2ccccc2oc1=O	-3	0	-3	3	100	7	96	98	-0.2
Cc1cc(NC(=O)CSCC(=O)N2CCN(c3ccccc3)CC2)no1	.	1	.	5	94	7	105	102	.
O=C(COc1ccccc1F)NCCc1ccc2c(c1)OCCO2	.	0	.	-2	101	11	96	97	.
COc1ccccc1CCNC(=O)CCn1c(=O)c2cccn2c2ccc(F)cc21	1	0	-4	-2	107	0	101	99	1.3
Cc1csc2ncc(C(=O)NCc3ccco3)c(=O)n12	8	0	8	5	106	2	98	94	-4.4
COc1ccc(N(C)S(=O)(=O)c2cccc(C(=O)OC(C)C(=O)NC3CCCCC3C)c2)cc1 (stereo not given)	-4	1	4	6	106	6	98	104	2.2
CCc1nc2ccccc2c(C(=O)OCC(=O)N2CC(C)OC(C)C2)c1C (stereo not given)	-6	0	-5	9	85	-3	106	110	-0.9
Cc1cc([N+](=O)[O-])ccc1NC(=O)C(C)N1CCN(c2ccccn2)CC1 (stereo not given)	-5	2	-1	-1	116	26	102	106	-1.1
O=C(N/N=C1/C(=O)c2cccc3cccc1c23)c1ccc(Cl)cc1	46*	0	57*	5	103	11	84	89	1.1
CCOc1ccccc1CNn1nnnc1N	9	1	5	8	108	15	91	98	1.8
O=C(C[C@H]1C/C=C\CC[C@H](Cc2ccc(F)cc2)C(=O)OC[C@H]2CCCN2C1=O)N[C@@H](CO)Cc1ccccc1	.	0	.	2	92	4	88	101	.
NC(=O)c1ccc(NC(=O)CSc2nnc(C3CC3)n2C2CC2)cc1	.	0	.	3	80	0	98	98	.
O=C(CCN1CCc2ccccc2C1)Nc1ccccc1F	4	0	0	7	89	-5	105	109	1.5
Cc1scc(C(=O)NNC(=S)NC(C)c2ccccc2)c1C (stereo not given)	3	0	1	-2	92	-1	95	94	4.1
N/C(=N\OC(=O)c1ccc(Cl)cc1)c1nonc1N	6	2	6	3	108	8	85	90	1.9
CCNC(=O)/C(C#N)=C/c1c(N2CCN(c3ccc(OC)cc3)CC2)nc2c(C)cccn2c1=O	-3	0	5	-3	98	-16	78	89	-1.3
COc1ccccc1OCC(=O)n1cc(C(=O)c2cc(Cl)cc(Cl)c2O)cn1	-5	0	-3	10	104	-4	69	88	4.6
Cc1ccc(C)c(S(=O)(=O)N2CCCC2CNC(=O)C(=O)NC2CCCCCC2)c1 (stereo not given)	3	3	6	0	87	-2	96	109	3.6
CO/N=C/Cc1c([N+](=O)[O-])c(C)nn1C	-2	1	3	0	93	3	93	100	-1.0
Cc1ccc(-c2cc(-c3ccccc3)c(C#N)c(Br)n2)cc1	-2	0	2	2	101	-3	101	96	0.3
